Bioassay records from PubChem BioAssay.
MRP reversal: compounds reversing MRP-mediated drug resistance; H69AR cells + 2 uM doxorubicin, CellTiter-Glo, 72 h; differential viability (reversal), % at 10 µM; 85,000 compounds, 0.04% hits; AID 602;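 active means viability drop by adding the cancer drug above about 55%, with treated viability meeting a 40% cutoff, limit read from the data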;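 further: viability without doxorubicin minus viability with 2 µM doxorubicin for each compound; larger differential means the compound sensitizes cells more to doxorubicin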
MRP reversal cytotoxicity: also measured in MRP reversal; calls as there; viability, %; H69AR cells, CellTiter-Glo, 72 h; measured here: cytotoxicity without doxorubicin
MRP reversal with doxorubicin: second read-out of MRP reversal, no call of its own (marks repeat the call); viability, %; measured here: viability with 2 uM doxorubicin; active compounds read low
An asterisk follows results filed as active. The list is partial; the hit share may differ from the screen's.

SMILES	MRP reversal	MRP reversal cytotoxicity	MRP reversal with doxorubicin
O=C1CCc2cc(OCCCCc3nnnn3C3CCCCC3)ccc2N1	12	83	72
CCN(CC)CCOC(=O)C(c1ccccc1)c1ccccc1	-1	93	94
C[C@]12CC[C@H]3C(=CCc4cc(O)ccc43)[C@@H]1CCC2=O	2	74	72
O=C(O)CCCCCCCC(=O)O	-9	86	94
CN1CCN(c2c(F)cc3c(=O)c(C(=O)O)cn4c3c2SCC4)CC1	9	91	83
CN1CCC(=C2c3ccccc3CC(=O)c3sccc32)CC1	-6	69	76
CN(C)CCOC(=O)C(c1ccccc1)C1(O)CCCC1 (stereo not drawn)	-8	93	100
CC(=O)O[C@@]12CO[C@@H]1C[C@H](O)[C@@]1(C)C(=O)[C@H](O)C3=C(C)[C@@H](OC(=O)[C@H](O)[C@@H](NC(=O)OC(C)(C)C)c4ccccc4)C[C@](O)([C@@H](OC(=O)c4ccccc4)[C@H]21)C3(C)C	-30	23	52

Four records drawn at random from the list so far, as already listed:
SMILES	MRP reversal	MRP reversal cytotoxicity	MRP reversal with doxorubicin
O=C1CCc2cc(OCCCCc3nnnn3C3CCCCC3)ccc2N1	12	83	72
CN1CCN(c2c(F)cc3c(=O)c(C(=O)O)cn4c3c2SCC4)CC1	9	91	83
O=C(O)CCCCCCCC(=O)O	-9	86	94
CCN(CC)CCOC(=O)C(c1ccccc1)c1ccccc1	-1	93	94
